HCT116 PTEN-null – growth suppression of PTEN-null HCT116, primary screen, cell-based, CellTiter-Glo. hit rate 1.2% among 140,000. HCT116 PTEN-null viability, 60 h; stronger effect = lower value. viability, % at 10 µM. AID 827, 2007;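 active = viability at or below a set limit, 4 SD under the median of all tested compounds, cut at about 3.7% in these data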;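 also: PTEN knockout HCT116 line with beta catenin targeted HCT116 as companion control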
BB579 growth dn – growth inhibitors of yeast BB579 in restrictive medium, primary screen, yeast lifespan-shortening project, S. cerevisiae; inhibition, % at 10 µM; AID 804, 2007; OD615, 48 h; hit rate 0.51% among 140,000;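 active = inhibition above a set limit, 3 SD over the mean compound inhibition, cut at about 44% in these data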; also: inactives centre near -24
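Detection: OD615 turbidity measurement; Material: Saccharomyces cerevisiae DeaD strain BB579, replicative lifespan model yeast; Timing: 48 h exposure, 30 °C; Doses: single 10 µM dose; Medium: CSMM-D restrictive synthetic medium containing dextrose (glucose); Controls: amphotericin B at 10 µg/mL as positive control.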
NPY-Y2 antag – NPY-Y2 receptor antagonists, primary screen, cell-based; inhibition, % at 2.7 µM; AID 793, 2007; NPY-Y2 expressing cells, antagonist mode; hit rate 0.99% among 140,000; Neuropeptide Y receptor type 2 (Homo sapiens), P49146; in the data active = inhibition above about 17%;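 also: 0% = vehicle with agonist challenge and 100% = reference antagonist with challenge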
Target sequence (P49146 whole entry, looked up): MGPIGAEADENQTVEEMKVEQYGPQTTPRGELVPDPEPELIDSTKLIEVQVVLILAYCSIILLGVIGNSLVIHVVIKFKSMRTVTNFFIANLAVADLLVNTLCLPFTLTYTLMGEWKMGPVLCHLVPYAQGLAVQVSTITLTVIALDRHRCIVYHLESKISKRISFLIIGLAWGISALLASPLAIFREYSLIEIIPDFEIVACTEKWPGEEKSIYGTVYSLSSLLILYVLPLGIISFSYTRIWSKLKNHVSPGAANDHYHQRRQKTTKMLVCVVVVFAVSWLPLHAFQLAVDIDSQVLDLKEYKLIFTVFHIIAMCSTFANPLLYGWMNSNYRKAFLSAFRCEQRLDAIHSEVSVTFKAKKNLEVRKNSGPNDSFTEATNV
Measles CPE – compounds protecting cells from measles virus cytopathic effect, primary screen, measles RdRp inhibitor project, single point, MLSMR library, absorbance; Measles virus-infected cells, CPE protection; protection (pct of control), % at 4 µM; hit rate 1.5% among 140,000; in the data active = protection mostly above about 24%, no sharp cut-off; inactive = mostly below about 26%; also: some compounds called inactive have numbers as strong as hits
MRP1 act – H69AR viability gain despite doxorubicin, primary screen, MRP-1 activator project, H69AR cells, CellTiter-Glo; viability rescue; viability increase, % at 10 µM; hit rate 0.61% among 140,000;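 active = viability gain under doxorubicin at or above a set limit, the compound median plus 3 SD, cut at about 4.7% in these data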;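 also: MRP-1 overexpressing cells given doxorubicin 25 µM after compound pretreatment; 18-22 h compound pretreatment then 72 h with doxorubicin before readout; 0% = doxorubicin-only wells and 100% = vehicle-treated cells without doxorubicin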
Yeast lifespan up – compounds extending yeast replicative lifespan, primary screen, S. cerevisiae, OD615; inhibition of the nicotinamide effect, % at 10 µM; S. cerevisiae growth with nicotinamide; deaD strain in restrictive glucose medium; hit rate 0.68% among 130,000; AID 775, 2007;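 active = inhibition above a set limit, placed 3 SD over the median of all compounds, cut at about 26% in these data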;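 also: 0% = nicotinamide-treated wells and 100% = cells grown without nicotinamide; some compounds called inactive have numbers as strong as hits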
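Test system – modified budding yeast, DeaD strain · Compound – single dose 10 µM compound, 0.25% DMSO · Times – culture preincubation 4 h, compound exposure 48 h, both 30 °C · Detection – optical density (absorbance) at 615 nm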
HCT116 bCat-KO – primary screen for growth suppressors in beta-catenin knockout HCT116 cells (colon tumor, human); AID 818, 2007; HCT116 beta-catenin knockout viability, CellTiter-Glo, 60 h; stronger effect = lower value; viability, % at 10 µM; hit rate 1.5% among 140,000;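 active = viability at or under a set limit, the compound median less 4 SD, cut at about 6% in these data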;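 also: 0% = Hyamine 1622 control at 20 µM and 100% = untreated cell control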
E-sel TNF inh – E-selectin induction blockers in HUVEC – imaging, immunofluorescence, high content, primary screen; HUVEC TNFa-induced E-selectin immunofluorescence; inhibition, % at 2 µM; hit rate 0.71% among 120,000;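 active = inhibition above the batch mean plus 3 SD, and confirmed as a hit on visual image review, cut at about 43% in these data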;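 also: 0% = TNF-stimulated DMSO wells and 100% = unstimulated control wells; not every result past the cut was called active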
Phagocytosis inh – inhibitors of macrophage phagocytosis, primary screen, imaging, J774A.1 cells, IgG beads. J774A.1 macrophage IgG-bead phagocytosis. inhibition, % at 5 µM. AID 1029, 2008. hit rate 0.07% among 110,000;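 active = inhibition above the mean of the plate negative controls plus 5 SD, cut at about 13% in these data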;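 also: phagocytic index as fraction of beads internalized from green versus red external bead signal; plate controls were DMSO negative control for no effect and cytochalasin-D positive control for full effect; some results beyond the cut were filed as inactive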
GALR2 blocker – GALR2 antagonists in receptor-expressing cells, primary screen | antagonist mode | inhibition, % at 4 µM | hit rate 0.39% among 140,000 | AID 828, 2007; in the data active = inhibition above about 27%;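 also: cells stimulated with galanin 1-16 at roughly its EC80; 0% = agonist challenge control and 100% = basal control without agonist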
Target sequence (O43603 whole entry, looked up): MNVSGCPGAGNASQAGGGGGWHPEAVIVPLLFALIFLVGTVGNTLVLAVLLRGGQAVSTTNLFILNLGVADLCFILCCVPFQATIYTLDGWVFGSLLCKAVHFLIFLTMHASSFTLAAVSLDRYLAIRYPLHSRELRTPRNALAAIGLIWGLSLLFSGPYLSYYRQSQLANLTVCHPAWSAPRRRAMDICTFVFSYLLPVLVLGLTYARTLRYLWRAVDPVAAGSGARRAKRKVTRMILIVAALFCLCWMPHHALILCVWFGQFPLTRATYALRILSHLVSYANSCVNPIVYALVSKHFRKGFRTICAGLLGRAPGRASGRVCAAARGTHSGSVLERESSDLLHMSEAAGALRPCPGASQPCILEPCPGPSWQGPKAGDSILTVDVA
The depositor's hits bear a star.

COC(=O)CCC(=O)NNC(=O)c1ccc(Cl)cc1Cl was read as HCT116 PTEN-null 100.9, BB579 growth dn -44.6, NPY-Y2 antag 6.7, Measles CPE 16.3, MRP1 act -0.1, Yeast lifespan up -17.8, HCT116 bCat-KO 110.5, E-sel TNF inh -73.8, Phagocytosis inh -1.3 and GALR2 blocker 10.1.
CCCCC1C2=C(CCCC2=O)OC2=C1C(=O)CCC2 was read as HCT116 PTEN-null 95.6, BB579 growth dn -8.2, NPY-Y2 antag 3.1, Measles CPE 16.6, MRP1 act -1.9, Yeast lifespan up 1.3, HCT116 bCat-KO 98.0, E-sel TNF inh -2.6, Phagocytosis inh -10.6 and GALR2 blocker -15.4.
S=c1[nH]nc(Cc2cccs2)n1-c1ccccc1 was read as HCT116 PTEN-null 83.7, BB579 growth dn -31.4, NPY-Y2 antag -0.3, Measles CPE 2.5, MRP1 act -3.3, Yeast lifespan up -27.4, HCT116 bCat-KO 90.6, E-sel TNF inh -33.3, Phagocytosis inh 3.3 and GALR2 blocker -3.9.
`Cc1ccc(CSc2nc3c(c(=O)[nH]c(=O)n3C)n2CCC(C)C)cc1` gave HCT116 PTEN-null 60.0, BB579 growth dn -72.0, NPY-Y2 antag 2.5, Measles CPE 13.3, MRP1 act -1.5, Yeast lifespan up 2.1, HCT116 bCat-KO 43.1, Phagocytosis inh 0.4 and GALR2 blocker -3.4.
Cc1c(CCOC(=O)CC23CC4CC(CC(C4)C2)C3)sc[n+]1Cc1ccccc1 was read as HCT116 PTEN-null 56.3, BB579 growth dn -3.9, NPY-Y2 antag 3.5, Measles CPE 7.0, MRP1 act -5.5, Yeast lifespan up -4.0, HCT116 bCat-KO 51.5, E-sel TNF inh -31.0, Phagocytosis inh -0.8 and GALR2 blocker -3.8.
`O=C(c1ccccn1)N(Cc1ccco1)C1(C(=O)NC2CCCC2)CCCCC1` gave HCT116 PTEN-null 76.2, BB579 growth dn -14.6, NPY-Y2 antag 52.8*, Measles CPE 3.7, MRP1 act -3.6, Yeast lifespan up -21.8, HCT116 bCat-KO 77.0, E-sel TNF inh -7.0, Phagocytosis inh 0.8 and GALR2 blocker 7.6.
O=C(COC(=O)c1c2c(nc3ccccc13)/C(=C/c1cccc([N+](=O)[O-])c1)CCC2)NC1CCS(=O)(=O)C1 (centres undefined) was read as HCT116 PTEN-null 25.2, BB579 growth dn -43.6, NPY-Y2 antag 3.1, Measles CPE 8.5, MRP1 act -5.2, Yeast lifespan up -1.1, HCT116 bCat-KO 33.8, E-sel TNF inh 3.5, Phagocytosis inh -3.4 and GALR2 blocker -9.3.
Screening Oc1ccc2oc3c(c2c1/C=N/n1cnnc1)CCCC3 returned HCT116 PTEN-null 84.6, BB579 growth dn -43.3, NPY-Y2 antag 2.7, Measles CPE 4.8, MRP1 act -4.5, Yeast lifespan up -3.3, HCT116 bCat-KO 91.6, E-sel TNF inh 41.9, Phagocytosis inh 0.3 and GALR2 blocker 1.0.
Cc1c(NC(=O)C(C)Sc2ccc3ccccc3n2)c(=O)n(-c2ccccc2)n1C (centres undefined) was read as HCT116 PTEN-null 100.2, BB579 growth dn 21.8, NPY-Y2 antag 3.9, Measles CPE 9.9, MRP1 act -1.9, Yeast lifespan up -6.0, HCT116 bCat-KO 91.5, E-sel TNF inh -16.6, Phagocytosis inh -0.6 and GALR2 blocker -10.8.
Cc1nn(C)c(C)c1CN(C)C(=O)C1c2ccccc2Oc2ccccc21 was read as HCT116 PTEN-null 96.0, BB579 growth dn -18.9, NPY-Y2 antag 9.8, Measles CPE 3.0, MRP1 act -2.7, HCT116 bCat-KO 93.4, E-sel TNF inh -2.8 and GALR2 blocker -6.3.
Screening CCOC(=O)CNC(=O)c1cn(CC(C)C)c(=O)c2cc(OC)c(OC)cc12 returned HCT116 PTEN-null 101.5, BB579 growth dn -14.6, NPY-Y2 antag 0.6, Measles CPE 10.4, MRP1 act -3.0, HCT116 bCat-KO 93.9, E-sel TNF inh -6.8 and GALR2 blocker -8.7.
For c1cncc(-c2nc3ccccc3o2)c1 the results were HCT116 PTEN-null 95.0, BB579 growth dn 2.2, NPY-Y2 antag -0.4, Measles CPE 17.0, MRP1 act -2.3, Yeast lifespan up -34.4, HCT116 bCat-KO 82.0, Phagocytosis inh 0.4 and GALR2 blocker -17.1.
`N#Cc1c(N)nc(SCC(=O)C23CC4CC(CC(C4)C2)C3)c(C#N)c1-c1ccc(Cl)cc1` gave HCT116 PTEN-null 79.4, BB579 growth dn -51.4, NPY-Y2 antag 0.7, Measles CPE 0.9, MRP1 act -1.2, Yeast lifespan up -3.6, HCT116 bCat-KO 65.4, E-sel TNF inh -13.7, Phagocytosis inh -0.4 and GALR2 blocker 1.1.
`C(=N\c1nccs1)/c1cccnc1` gave HCT116 PTEN-null 95.8, BB579 growth dn -32.5, NPY-Y2 antag 2.3, Measles CPE 13.1, MRP1 act -0.8, HCT116 bCat-KO 92.8, E-sel TNF inh -20.1 and GALR2 blocker 13.7.
c1ccc2c(c1)c1c3n2CCNC3CCC1 (centres undefined) was read as HCT116 PTEN-null 93.3, BB579 growth dn -20.4, NPY-Y2 antag 5.1, Measles CPE 2.2, MRP1 act -0.7, Yeast lifespan up -10.6, HCT116 bCat-KO 92.5, E-sel TNF inh -4.0, Phagocytosis inh -0.5 and GALR2 blocker -1.0.
`COc1ccc(C2CC(=O)C(C=NCCO)=C(O)C2)cc1OC` (centres undefined) gave HCT116 PTEN-null 101.0, BB579 growth dn -34.9, NPY-Y2 antag 3.7, Measles CPE 18.8, MRP1 act 1.4, Yeast lifespan up -2.3, HCT116 bCat-KO 97.7, E-sel TNF inh -18.0, Phagocytosis inh -0.4 and GALR2 blocker 0.0.
For CCCC(c1nnnn1CCOC)N(Cc1cc2cc(C)c(C)cc2[nH]c1=O)CC1CCCO1 (centres undefined) the results were HCT116 PTEN-null 49.8, BB579 growth dn 2.5, NPY-Y2 antag 1.7, Measles CPE 20.3, MRP1 act -1.3, Yeast lifespan up -13.8, HCT116 bCat-KO 66.3, E-sel TNF inh 6.8 and GALR2 blocker 4.7.
`O=C(O)c1cc(C2CC2)nn1-c1ccccc1` gave HCT116 PTEN-null 116.3, BB579 growth dn -63.8, NPY-Y2 antag 4.7, Measles CPE 0.8, MRP1 act -0.5, Yeast lifespan up 1.3, HCT116 bCat-KO 98.8, E-sel TNF inh -32.6, Phagocytosis inh -0.3 and GALR2 blocker 17.6.
`CCC1(C(=O)c2ccccc2)C(c2cccc([N+](=O)[O-])c2)C1(C(=O)OC)C(=O)OC` (centres undefined) gave HCT116 PTEN-null 70.3, BB579 growth dn -15.6, NPY-Y2 antag 12.9, Measles CPE 10.3, MRP1 act -2.2, Yeast lifespan up -0.4, HCT116 bCat-KO 82.6, Phagocytosis inh 1.7 and GALR2 blocker 8.1.
Screening COc1cc(-c2nn3c(-c4ccccn4)nnc3s2)cc(OC)c1OC returned HCT116 PTEN-null 99.0, BB579 growth dn -12.9, NPY-Y2 antag -1.8, Measles CPE 6.4, MRP1 act -3.4, Yeast lifespan up -6.2, HCT116 bCat-KO 91.2, E-sel TNF inh 21.1, Phagocytosis inh -1.1 and GALR2 blocker 13.1.
For O=C(NCC1CCCO1)c1onc(CSc2ccccc2F)c1C(=O)O (centres undefined) the results were HCT116 PTEN-null 87.0, BB579 growth dn -6.9, NPY-Y2 antag 1.9, Measles CPE 15.6, MRP1 act -0.8, Yeast lifespan up -10.7, HCT116 bCat-KO 105.0, E-sel TNF inh 3.2 and GALR2 blocker 0.4.
For O=C(NCCOc1nc(N2CCCCC2)nc(N2CCOCC2)n1)Nc1ccccc1 the results were HCT116 PTEN-null 78.2, BB579 growth dn -15.4, NPY-Y2 antag 0.3, Measles CPE 10.5, MRP1 act -0.5, Yeast lifespan up -11.9, HCT116 bCat-KO 99.8, E-sel TNF inh -16.5, Phagocytosis inh 1.5 and GALR2 blocker 13.6.
Screening Cn1c(=O)oc2cc(S(=O)(=O)NCc3ccncc3)ccc21 returned HCT116 PTEN-null 56.4, BB579 growth dn -27.4, NPY-Y2 antag 1.6, Measles CPE 1.7, MRP1 act -1.3, Yeast lifespan up -10.8, HCT116 bCat-KO 50.1, E-sel TNF inh -18.1, Phagocytosis inh -0.8 and GALR2 blocker 16.2.
Screening Cc1cc(C)nc(SCC(=O)Nc2ncc3c(n2)CC(C)(C)CC3=O)n1 returned HCT116 PTEN-null 87.1, BB579 growth dn -41.5, NPY-Y2 antag -4.0, Measles CPE 11.9, MRP1 act -2.0, Yeast lifespan up -9.4, HCT116 bCat-KO 92.8, E-sel TNF inh -13.7, Phagocytosis inh 0.1 and GALR2 blocker -6.5.
Screening COc1cc(C(=O)Nc2ccc([N+](=O)[O-])cn2)cc(OC)c1OC returned HCT116 PTEN-null 96.9, BB579 growth dn -13.2, NPY-Y2 antag -0.1, Measles CPE 19.6, MRP1 act -1.6, Yeast lifespan up -3.7, HCT116 bCat-KO 107.3, E-sel TNF inh 37.7, Phagocytosis inh -1.4 and GALR2 blocker -7.7.
`CCOc1ccc(C(=O)NCC2OCCc3ccccc32)cc1` (centres undefined) gave HCT116 PTEN-null 105.1, BB579 growth dn -27.9, NPY-Y2 antag 4.3, Measles CPE 7.3, MRP1 act -0.7, HCT116 bCat-KO 106.4, E-sel TNF inh -5.0 and GALR2 blocker -10.8.
`COC(=O)C1C/C(=N\NS(=O)(=O)c2ccc(C)cc2)c2ccsc2C1` (centres undefined) gave HCT116 PTEN-null 101.1, BB579 growth dn -36.4, NPY-Y2 antag 1.1, Measles CPE 7.8, MRP1 act 1.1, Yeast lifespan up 5.2, HCT116 bCat-KO 91.2, Phagocytosis inh -2.0 and GALR2 blocker -1.7.
For O=C(c1ccncc1)N1CCN(C(=O)c2ccco2)CC1 the results were HCT116 PTEN-null 106.3, BB579 growth dn -14.4, NPY-Y2 antag 0.2, Measles CPE 12.1, MRP1 act -1.5, Yeast lifespan up -3.3, HCT116 bCat-KO 101.6, E-sel TNF inh -44.0, Phagocytosis inh -4.2 and GALR2 blocker 2.3.
`CCNC(=S)N(CCc1c(C)[nH]c2ccc(C)cc12)Cc1ccco1` gave HCT116 PTEN-null 61.9, BB579 growth dn -40.5, NPY-Y2 antag 1.3, Measles CPE 9.4, MRP1 act -1.9, Yeast lifespan up -1.1, HCT116 bCat-KO 70.5, E-sel TNF inh -16.2 and GALR2 blocker 3.0.
Cc1ccc(-n2c(N)c(C(N)=O)sc2=S)c(C)c1 was read as HCT116 PTEN-null 99.9, BB579 growth dn -14.8, NPY-Y2 antag -0.5, Measles CPE 9.7, MRP1 act -3.8, Yeast lifespan up -3.9, HCT116 bCat-KO 85.1, Phagocytosis inh 1.3 and GALR2 blocker 1.0.
